Screening data deposited in PubChem by several laboratories.
STK33 inh: blocks human STK33 kinase activity; Q9BYT3; purified STK33, MBP phosphorylation, ADP-Glo luminescence; inhibition, % at 10 µM; actives 0.073% (n = 320,000); AID 2661;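 active = inhibition at or above 25%, using the most active replicate where run in duplicate; inactive = inhibition below 25%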
Target sequence (Q9BYT3 whole entry, looked up): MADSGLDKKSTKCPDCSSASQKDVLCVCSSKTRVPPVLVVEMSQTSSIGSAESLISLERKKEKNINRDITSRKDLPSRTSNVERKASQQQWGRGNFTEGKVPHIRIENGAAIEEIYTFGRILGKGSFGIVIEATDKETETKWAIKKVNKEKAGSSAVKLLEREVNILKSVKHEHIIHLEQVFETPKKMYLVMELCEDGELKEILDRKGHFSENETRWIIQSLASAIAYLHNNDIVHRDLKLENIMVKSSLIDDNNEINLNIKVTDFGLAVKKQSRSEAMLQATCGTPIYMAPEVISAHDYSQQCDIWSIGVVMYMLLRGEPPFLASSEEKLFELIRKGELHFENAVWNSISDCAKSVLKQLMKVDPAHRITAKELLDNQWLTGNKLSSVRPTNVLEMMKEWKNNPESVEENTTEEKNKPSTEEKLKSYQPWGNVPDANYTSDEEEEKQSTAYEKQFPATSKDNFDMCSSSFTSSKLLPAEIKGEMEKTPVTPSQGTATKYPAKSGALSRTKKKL
OX1R FRET antag: OX1R (human) antagonism. O43613. OX1R-expressing cells, FRET antagonist read-out. inhibition, % at 6.6 µM. actives 1.8% (n = 330,000). AID 485270; in the data active = inhibition mostly above about 38%, no sharp cut-off; inactive = mostly below about 40%;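 also: 0% = agonist challenge alone and 100% = reference antagonist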
Target sequence (O43613 whole entry, looked up): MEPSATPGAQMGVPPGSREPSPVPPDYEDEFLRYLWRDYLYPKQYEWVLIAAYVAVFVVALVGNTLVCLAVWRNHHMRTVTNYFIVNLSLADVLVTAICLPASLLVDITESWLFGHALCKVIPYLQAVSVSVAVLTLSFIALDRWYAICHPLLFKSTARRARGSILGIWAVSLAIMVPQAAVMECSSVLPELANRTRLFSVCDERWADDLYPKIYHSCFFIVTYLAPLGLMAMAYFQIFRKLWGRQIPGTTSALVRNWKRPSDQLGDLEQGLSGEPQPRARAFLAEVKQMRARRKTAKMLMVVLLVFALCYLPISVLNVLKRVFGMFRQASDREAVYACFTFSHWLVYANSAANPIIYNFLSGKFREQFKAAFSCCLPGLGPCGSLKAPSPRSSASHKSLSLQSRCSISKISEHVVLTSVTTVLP
KCNQ2 block: KCNQ2 channel blockers in CHO-K1 cells – cell-based, FluxOR thallium flux, B-score, primary screen (AID 2156) | B-score at 10 µM | actives 1.1% (n = 310,000) | O88943 | 20 min; hits give low values;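 active = fluorescence ratio B-score at most minus 3 library SDs, with starting brightness B-score within 2 library SDs, cut at about -5.5 in these data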
The depositor's hits bear a star; i = inactive; . = not tested or not shown.

Values run as follows: STK33 inh, OX1R FRET antag, KCNQ2 block
- CCOc1ccccc1NC(=O)CSc1nnc(CCC(=O)Nc2ccccc2F)n1C
  -0.2, 1, i
- CCCNC(=O)c1onc(CS(=O)(=O)c2cccc(OC)c2)c1C(=O)NCCC
  -0.8, 10, i
- CC(Nc1[nH]c(=O)n(C)c(=O)c1N=O)c1ccccc1 (stereo not drawn)
  -0.3, 19, i
- COCCn1c(SCC(=O)Nc2ccc3c(c2)OCCO3)nc2c(c1=O)SC(C)C2 (stereo not drawn)
  0.3, 18, .
- CC(O)CCC(=O)NNC1CC(=O)N(c2ccccc2)C1=O (stereo not drawn)
  -1.7, 19, i
- Cc1ccc(N2CC(C(=O)N3CCC4(CC3)CC(=O)c3ccccc3O4)CC2=O)cc1 (stereo not drawn)
  1.8, 5, i
- O=C(COCc1cc(-c2cccs2)on1)NC1CCCCC1
  -0.9, 13, i
- CCCCN1C(=O)N(c2ccc(Cl)cc2)C(C)(O)CC1(C)C (stereo not drawn)
  -0.4, -3, i
- CCN(CC)CCNC(=O)c1ccc2c(=O)n(CCc3ccccc3)c(=O)[nH]c2c1
  -0.4, 15, i
- O=C(CC1SC(=Nc2ccccc2)N(Cc2ccccn2)C1=O)Nc1cccc(Cl)c1 (stereo not drawn)
  -1.9, 16, i
- COC(=O)c1ccc(Cn2cc(/C=C\[N+](=O)[O-])c3ccccc32)o1
  2.1, 10, i
- O=C(CCc1c[nH]c2ccccc12)NCc1ccncc1
  -1.6, 19, i
- COc1ccc(CCn2ccc(O)c(Cc3ccc(Cl)cc3)c2=O)cc1OC
  0.7, 31, i
- C=CCOc1c(Br)cc(CNn2nnnc2N)cc1OCC
  -0.4, 20, i
- CN1CCN(C(=O)c2ccccc2N(Cc2ccccc2)S(C)(=O)=O)CC1
  0.7, 19, i
- CSc1ccccc1NC(=O)CN(C)CC(=O)Nc1ccc(N2CCOCC2)cc1
  -0.3, 13, i
- Cc1cc2ncc(S(C)(=O)=O)c(N)n2n1
  -0.1, 12, i
- Cc1cc(C)c(S(=O)(=O)N2CCN=C2c2ccccc2)c(C)c1
  -0.1, 17, i
- Fc1ccc(N2CCN(c3ccc4c(C(F)(F)F)cc(C(F)(F)F)nc4n3)CC2)cc1
  0.7, 11, i
- OCC1(CCOc2ccccc2)CCN(Cc2nc3ccc(F)cc3[nH]2)CC1
  -1.9, 8, i
- CC(C)OC(=O)CSc1nc(-c2ccc(F)cc2)nc2ccc(F)cc12
  -0.7, 3, i
- Clc1ccc2nc(N3CCN(c4ccccc4)CC3)sc2c1
  -0.7, 13, i
- COc1ccccc1C1/C(=C(/O)c2ccccc2)C(=O)C(=O)N1CCO (stereo not drawn)
  -1.8, 18, i
- O=C(Nc1ccc(Br)cc1Cl)c1cnccn1
  13, 2, i
- COc1cc(C2C3=C(CC(C)(C)CC3=O)N(C)C(=O)N2C)cc(OC)c1OC (stereo not drawn)
  -0.5, 15, i
- C#CCOCCOCCOCCNc1nc(N2CCOCC2)nc(N2CCN(C(=O)[C@H](C)n3cc(CCCN=C(N)N)nn3)CC2)n1
  0.7, 9, i
- COCCn1c(SCC(=O)Nc2ccc(Cl)cn2)nc2ccccc21
  -0.7, 5, i
- C=CCCN(C(CC(C)C)C(=O)OC)S(=O)(=O)c1cc(Br)ccc1Br (stereo not drawn)
  0.2, 35, i
- CC(=O)Nc1ccc(S(=O)(=O)N2CCC(C(=O)NCc3ccco3)CC2)cc1
  -0.8, 8, i
- NC(=O)COc1ncn(-c2ccccc2)n1
  -0.1, 19, i

Part of the list above, showing only KCNQ2 block and OX1R FRET antag.
canonical_smiles	KCNQ2 block	OX1R FRET antag
CCOc1ccccc1NC(=O)CSc1nnc(CCC(=O)Nc2ccccc2F)n1C	i	1
CCCNC(=O)c1onc(CS(=O)(=O)c2cccc(OC)c2)c1C(=O)NCCC	i	10

Additional entries
Values run as follows: STK33 inh, OX1R FRET antag, KCNQ2 block
- CCCNC(=O)C(Cc1ccc(Br)cc1)NC(=O)c1ccc(C#N)cc1 (stereo not drawn)
  -1.5, -2, .
- Nc1ccc(OCC(O)C[n+]2ccc(CCS(=O)(=O)[O-])cc2)cc1 (stereo not drawn)
  7.1, 4, i
- CCCCNC(=O)c1sc(=S)n(-c2ccccc2OC)c1N
  -0.5, 23, i
- CCOc1ccccc1C(=O)NCC(=O)N1CCN(Cc2ccc3c(c2)OCO3)CC1
  0.0, 2, .
- COc1ccc(C2CCCN2C(=O)Nc2cccc(C(C)=O)c2)cc1OC (stereo not drawn)
  1.5, -7, i
- CCOC(=O)c1ccc(NC(=O)Nc2ncccc2C)cc1
  -0.9, 2, i
- Cn1c(SCC(=O)Nc2nccs2)nnc1C12CC3CC(CC(C3)C1)C2
  -0.2, 8, i
- CN1/C(=C\C(=O)CSc2cccc[n+]2[O-])C(C)(C)c2ccccc21
  -0.8, 3, i
- Cc1ccc(CN2CCC(Oc3cccc(C(=O)N(C)CCN(C)C)c3)CC2)cc1C
  ., 6, i
- Cc1cc(C)n(C(C[N+](=O)[O-])c2ccc(Cl)cc2)n1 (stereo not drawn)
  -1.6, 10, -10*
- COc1cc(C(=O)Nc2cc(C)c(OCC(=O)N3CCOCC3)c(C)c2)cc(OC)c1OC
  0.6, 8, i
- CC1CCCCC1NC(=O)COC(=O)c1cc(=O)[nH]c2ccccc12 (stereo not drawn)
  -1.3, 1, .
- Cc1ccc(S(=O)(=O)N2CCCC(C(=O)NC3CC3)C2)cc1 (stereo not drawn)
  -0.2, 2, i
- Cc1c(NC(=S)N/N=C/c2cccc(O)c2)c(=O)n(-c2ccccc2)n1C
  -0.7, 3, i
- COc1ccc(/C=C/C(=O)NC(=S)N2CCCCC2)cc1OC
  -1.6, 10, i
- O=C(Cc1ccc(Cl)cc1)NCC(=O)N1CCCC1
  1.0, -3, i
- CCN(CC)S(=O)(=O)c1ccc(NC(=O)CSc2nnc(-c3cccc(OC)c3)n2C)cc1
  -0.6, 5, i
- O=C(NC(=S)Nc1ccccc1)c1ccc(-c2ccccc2)cc1
  -1.6, 9, i
- O=S(=O)(c1ccc(Br)cc1)N1CCCC1
  -1.8, 6, i
- CCCCn1c(O)c(N=NC(=O)c2ccccc2NS(=O)(=O)c2cccs2)c2ccccc21
  -4.2, 0, i
- O=C(NCC(=O)N(CCN1CCOCC1)C(C(=O)NC1CCCC1)c1cccnc1)c1cccs1 (stereo not drawn)
  -0.7, 5, i
- O=C(CCNS(=O)(=O)/C=C/c1ccccc1)NCCc1c[nH]c2ccccc12
  0.5, 22, i
- CC(=O)Nc1ccc(S(=O)(=O)Nc2cccc(-c3ccc4nncn4n3)c2)cc1
  -1.9, 8, i
- O=C(c1ccco1)N1CCN(c2c([N+](=O)[O-])nn(-c3cccc(Cl)c3)[n+]2[O-])CC1
  -0.1, 28, i
- OC(CNCc1ccccn1)c1ccccc1 (stereo not drawn)
  -2.2, 6, i
- Cn1cc(/C=C/C(=O)c2ccccc2)c2ccccc21
  -0.3, 11, i
- CN1CCN(CC(=O)NN(Cc2ccccc2)c2ccccc2)CC1
  -1.0, 5, i
- Cc1nc2cc(-c3ccccc3)nn2c(C)c1CCC(=O)N1CCN(c2ccccc2)CC1
  -0.2, 4, i
- COC(=O)CN1C(=O)C(C)(C)Oc2ccc(C(=O)Nc3cccc(OC)c3)cc21
  -0.5, 7, i
- CCOCCCNC(=O)C1CCC(CNS(=O)(=O)c2cccc3nsnc23)CC1 (stereo not drawn)
  -1.2, 53*, .

Other compounds follow:
Values run as follows: STK33 inh, OX1R FRET antag, KCNQ2 block
- CCN1CCN(C(c2cccs2)C(C)NC(=O)c2ccccc2OC)CC1 (stereo not drawn)
  0.0, 2, i
- COCc1cc(C)n(CC(=O)NCC2CCCO2)c(=O)c1C#N (stereo not drawn)
  1.0, 17, i
- O=C(Nc1ccc(N2C(=O)C3C4C=CC(C4)C3C2=O)cc1Cl)c1cccs1 (stereo not drawn)
  -1.1, 12, i
- CN1CCN(C(=O)c2cc3sc4ccccc4c3s2)CC1
  0.0, 6, i
- O=c1c2sccc2n(Cc2ccc(F)cc2)c(=O)n1-c1ccc(F)cc1
  -1.5, 15, i
- O=S(=O)(Nc1nc(SCc2ccc(Cl)cc2)n[nH]1)c1ccccc1
  -1.0, 4, i
- CCCc1ccc(S(=O)(=O)NCc2nnc(SC)n2C)cc1
  0.3, 19, i
- CC1CCN(S(=O)(=O)c2ccc(F)c(C(=O)O)c2)CC1
  -0.8, 4, i
- COc1cc(/C=N/Nc2nnc3c(n2)[nH]c2ccccc23)ccc1O
  3.1, 40, i
- Cc1csc(NC(=O)CSc2nc(C(C)C)nc3c2c(=O)n(C)c(=O)n3C)n1
  -1.3, 7, i
- C=CCSC1=C(C#N)C(c2ccccc2Cl)C(C(=O)c2cccs2)C(O)(C(F)(F)F)N1 (stereo not drawn)
  -2.2, 104*, i
- COc1cc(OC)c(NC(=O)c2cc(S(=O)(=O)N3CCOCC3)cn2C)cc1Cl
  -0.3, 3, i
- CCOC(=O)C1(Cc2ccccc2C)CCCN(C(=O)CCC(=O)OC)C1 (stereo not drawn)
  -0.2, 11, i
- O=C(/C=C/c1ccc(Cl)cc1Cl)NCCSc1ccccc1
  2.9, 35, i
- COc1ccc(NS(=O)(=O)c2cn(C)nc2C)cc1
  -0.4, 22, i
- COc1ccccc1N1CCN(C(=O)c2cc(-c3ccc(Cl)cc3)on2)CC1
  0.3, 8, i
- COCCCNC(=S)Nc1cccc(S(=O)(=O)NC2=NCCC2)c1
  -1.1, 18, i
- COc1ccc(NC(=O)c2cc3c(=O)n(C)c4ccccc4c3n2C)cc1OC
  0.5, 43*, i
- CC(C)(C)NS(=O)(=O)c1ccc(NC(=S)NC(=O)C2CCC2)cc1
  0.1, 31, i
- CCC(O)c1cc2c(cc1NC(=O)c1cccs1)OCCO2 (stereo not drawn)
  -1.5, 4, i
- COc1ccc2cc(C)c3nnc(SCc4cccnc4)n3c2c1
  -1.6, 29, i
- COc1ccc2[nH]c(C(=O)N/N=C/c3ccc(OC)c(O)c3)cc2c1
  -0.4, 4, i
- CC/C(O)=C(/C#N)c1nnc2n1CCCCC2
  -2.0, 12, i
- Cc1ccc(OCCC(=O)Nc2ccc3c(c2)OCCCO3)cc1
  -1.6, 3, .
- CCOC(=O)C1=NNC2(c3ccccc3)C(=O)N(c3cccc(Br)c3)C(=O)C12 (stereo not drawn)
  -1.4, 26, i
- CC(C)(C)NC(=O)CCN(/N=C/c1ccccc1O)C1=NS(=O)(=O)c2ccccc21
  -3.0, 2, i
- NS(=O)(=O)c1ccc(NC(=O)c2cc(=O)c3ccccc3o2)cc1
  0.0, 26, i
- CC(C)C1C(=O)NC(=S)N1S(=O)(=O)c1ccc(C(C)(C)C)cc1 (stereo not drawn)
  -3.2, 49, i
- COc1ccc(C(=O)Nc2nc3ccccc3s2)cc1OC
  11, 41, i
- Cc1cccc(N2CCN(C(=O)c3csc4ccccc34)CC2C)c1 (stereo not drawn)
  0.2, 8, i

Additional compounds:
Values run as follows: STK33 inh, OX1R FRET antag, KCNQ2 block
- O=C(CNCc1ccco1)Nc1cc(S(=O)(=O)N2CCOCC2)ccc1N1CCOCC1
  -1.0, 6, .
- COc1ccc(OCc2cc(C(=O)N(C)C3CCOCC3)no2)c2ccccc12
  0.2, 15, i
- CN(C)CCSc1nc(-c2ccccc2)nc2c1CCCC2
  -1.6, 4, i
- Cc1nc(NCc2ccco2)c2c3c(sc2n1)CCC3
  1.9, 25, i
- Cc1cccc(-n2ncc3c(=O)[nH]c(SCC(=O)N4CC(=O)Nc5ccccc54)nc32)c1
  -0.7, -4, .
- CCOC(=O)C1CCCN(S(=O)(=O)c2ccc(OC)c3ccccc23)C1 (stereo not drawn)
  -4.0, 16, i
- O=C(Nc1cc(=O)c2ccccc2o1)N1CCOCC1
  1.3, 22, i
- COc1ccc(CCC(=O)NNC(=O)Nc2cccc(Cl)c2)cc1
  -1.2, ., i
- CCCCn1c(=O)[nH]c(=O)c2c1nc(-c1ccc(-c3ccccc3Br)o1)n2CC
  0.8, 1, i
- O=C(CCl)NCCCCCCCCCNC(=O)CCl
  0.2, 8, i
- Cc1ccc(OCCCC(=O)N(C)CC(=O)Nc2ccccc2Cl)cc1
  -1.1, 28, i
- COc1ccccc1CNC(=O)c1ccccc1NC(=O)C1=C(C)OCCS1
  1.5, 31, i
- CCCN1C2=NCCN2c2cc(C)c(C)cc21
  1.6, 11, i
- Brc1ccc(OCc2nnc(SCC3CCCCC3)o2)cc1
  1.3, 25, i
- O=C(COC(=O)C1CCN(S(=O)(=O)c2cc([N+](=O)[O-])ccc2Cl)CC1)Nc1ncc(Cl)cc1Cl
  ., 23, i
- Cc1c(=O)n(OCc2ccc(Cl)cc2)c2ccccc2[n+]1[O-]
  -1.6, 21, i
- Cc1ccc(NC(=S)NNC(=O)c2c([N+](=O)[O-])c(C)nn2C)cc1
  -0.7, -15, i
- Cc1sccc1/C=N/NC(=O)c1cccc2ccccc12
  0.9, 13, i
- Nn1cnnc1SC1CCCCC1NS(=O)(=O)c1ccccc1 (stereo not drawn)
  0.7, 16, i

One compound at a time (already shown). Order of screens: STK33 inh, OX1R FRET antag, KCNQ2 block
`O=S(=O)(Nc1nc(SCc2ccc(Cl)cc2)n[nH]1)c1ccccc1` across the screens: -1.0, 4, i
`CN1CCN(C(=O)c2cc3sc4ccccc4c3s2)CC1` across the screens: 0.0, 6, i
`Cc1ccc(S(=O)(=O)N2CCCC(C(=O)NC3CC3)C2)cc1` (stereo not drawn) across the screens: -0.2, 2, i
`CC1CCN(S(=O)(=O)c2ccc(F)c(C(=O)O)c2)CC1` across the screens: -0.8, 4, i
`Cc1ccc(OCCC(=O)Nc2ccc3c(c2)OCCCO3)cc1` across the screens: -1.6, 3, .
